Assay outcomes as filed in PubChem.
KB-3-1 cytotox: qHTS assay for MDR1-selective chemotherapeutics: Primary screen using the parental adenocarcinoma cell KB-3-1; KB-3-1 viability, CellTiter-Glo ATP luminescence, 72 h; Potency, µM (doses to about 46.1 µM), inactives show at the highest dose activity change, negative = cytotoxic, usual class: cytotoxic; 1.4% of 400,000 active; further: potency means the concentration at half of the fitted maximal effect; on the % scale 0 is the no-effect control and ±100 the full control effect; nearly all actives have a fitted effect of over 60% in size
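Cytotoxicity measured as CellTiter-Glo luminescence after 72 h at 37 C. Compound titrations were pinned onto drug-naive KB-3-1 parental adenocarcinoma cells grown in DMEM with 10% FBS, and normalized data fitted to concentration-response curves.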
DRD3 agonist: qHTS of D3 Dopamine Receptor Agonist: qHTS. D(3) dopamine receptor (Homo sapiens), P35462. D3R DiscoveRx beta-arrestin cells, luminescence, 90 min. max activation, %. 0.58% of 410,000 active; in the data active means max activation above about 30%; further: 0% is about no effect; mostly tested at two doses, the higher about 12 µM
Target sequence (P35462 whole entry, looked up): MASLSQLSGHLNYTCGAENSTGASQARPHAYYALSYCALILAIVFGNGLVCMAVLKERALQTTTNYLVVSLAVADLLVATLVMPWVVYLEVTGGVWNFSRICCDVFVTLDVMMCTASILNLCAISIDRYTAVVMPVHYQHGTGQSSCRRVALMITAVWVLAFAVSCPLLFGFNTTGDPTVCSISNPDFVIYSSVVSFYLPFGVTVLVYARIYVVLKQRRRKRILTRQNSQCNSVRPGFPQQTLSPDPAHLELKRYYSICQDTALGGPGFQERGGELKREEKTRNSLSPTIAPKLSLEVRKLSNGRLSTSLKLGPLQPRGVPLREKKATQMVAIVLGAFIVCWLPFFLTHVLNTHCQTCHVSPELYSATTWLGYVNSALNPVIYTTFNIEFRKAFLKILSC
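Agonist mode: compounds and dopamine controls were applied to plated cells for 90 min at 37 degrees C after an overnight attachment at 1500 cells/well. Luminescent read-out followed 30 - 60 minutes at room temperature with DiscoveRx detection reagent.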
D3 antag: qHTS of D3 Dopamine Receptor Antagonist: qHTS. D3R cells, DiscoveRx beta-arrestin luminescence, antagonist mode; active compounds read low. 2.5% of 360,000 active. AID 652054, 2013. max response, negative = inhibition, %; in the data active means max response below about -50%; inconclusive means no clear call, values can overlap the other calls; further: on the % scale 0 is the no-effect control and ±100 the full control effect; mostly tested at two doses, the higher about 12 µM
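Cells plated overnight at 1500 cells/well, then exposed to library compounds with dopamine controls for 90 minutes at 37 degrees C. DiscoveRx reagent added for 30–60 minutes at room temperature; luminescence read, quantitative HTS format.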
HT1080 IDH1KD tx: qHTS for induction of synthetic lethality in tumor cells producing 2HG: qHTS for the HT-1080-IDH1KD cell line | AID 686971, 2013 | 2% of 360,000 active | Potency, µM (highest dose often 46.1 µM), inactives show top-dose activity, negative = toxicity, actives largely listed as cytotoxic | HT-1080 IDH1 knockdown viability, ATP luminescence, 48 h;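 further: potency means the concentration at half of the fitted maximal effect; 0% = DMSO wells and -100% = cell-free medium wells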
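After a 2 h attachment period, IDH1KD HT-1080 cells took pin-transferred compound for 48 h at 37 °C; ATP-based luminescence after 10 min room-temperature reagent incubation reported viability.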
KB-V1 MDR tox: qHTS assay for MDR1-selective chemotherapeutics: Primary screen using the drug-selected MDR subline cells KB-V1. KB-V1 MDR cells viability, CellTiter-Glo, 72 h. Potency, µM (doses to about 46.1 µM), inactives show top-dose activity change, negative = cytotoxicity, actives largely listed as cytotoxic. 3.4% of 400,000 active; further: potency means the concentration at half of the fitted maximal effect; on the % scale 0 is the no-effect control and ±100 the full control effect; nearly all actives have a fitted effect of over 60% in size
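Potencies derive from concentration-effect curves fitted to normalized luminescence (CellTiter-Glo) of KB-V1 cells treated for 72 h at 37 degrees C in phenol-red-free DMEM containing 10% FBS.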
GLP1R ag: qHTS of GLP-1 Receptor Agonists; Glucagon-like peptide 1 receptor (Homo sapiens), P43220; HEK293 GLP-1R CRE-luciferase, luminescence, 4-6 h; cells express a hypersensitive GLP-1R form; Potency, µM (top dose mostly 45.6 µM), for inactives: top-dose activation, hits mostly activators; 0.007% of 380,000 active; further: potency means the concentration at half of the fitted maximal effect; % of control where 0% means no effect
Target sequence (P43220 whole entry, looked up): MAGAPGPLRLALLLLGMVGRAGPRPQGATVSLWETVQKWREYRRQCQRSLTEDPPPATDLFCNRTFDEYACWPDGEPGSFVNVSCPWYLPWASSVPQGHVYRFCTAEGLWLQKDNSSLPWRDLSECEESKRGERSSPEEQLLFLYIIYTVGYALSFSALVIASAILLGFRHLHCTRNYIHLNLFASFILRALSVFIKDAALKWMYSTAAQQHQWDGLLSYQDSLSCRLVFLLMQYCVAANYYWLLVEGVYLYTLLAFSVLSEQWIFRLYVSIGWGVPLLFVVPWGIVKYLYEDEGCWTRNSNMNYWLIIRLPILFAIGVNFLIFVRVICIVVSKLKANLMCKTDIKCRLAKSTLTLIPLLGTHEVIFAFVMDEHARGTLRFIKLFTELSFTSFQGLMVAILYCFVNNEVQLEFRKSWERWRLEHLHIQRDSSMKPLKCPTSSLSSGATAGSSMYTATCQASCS
HT1080-NT tox: qHTS for induction of synthetic lethality in tumor cells producing 2HG: qHTS for the HT-1080-NT fibrosarcoma cell line; 1.6% of 360,000 active; HT-1080-NT fibrosarcoma viability, CellTiter-Glo ATP luminescence, 48 h; Potency, µM (doses to about 46.1 µM), for the others: at the top dose activity, negative = less viability, usual class: cytotoxic;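 further: NT is the 2HG producing partner of a matched IDH1 knockdown line; potency means the concentration at half of the fitted maximal effect; 0% = DMSO-treated cells and -100% = media-only wells without cells; nearly all actives have a fitted effect of over 55% in size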
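Read-out is CellTiter-Glo luminescence after 10 minutes at room temperature, following 48 hours' compound treatment of HT-1080-NT cells (750 cells/well, RPMI, 5% FBS, 37 degrees C).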
SW480 rereplic: A quantitative high throughput screen for small molecules that induce DNA re-replication in SW480 colon adenocarcinoma cells; SW480 DNA re-replication, Hoechst DNA content imaging, 48 h; Potency, µM (highest dose often 46.1 µM), for the others: at the top dose re-replication activation, most hits filed as activators; 1.8% of 340,000 active; further: potency means the concentration at half of the fitted maximal effect; % of control where 0% means no effect; nearly all actives have a fitted effect of over 55% in size
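First, 250 cells per well were seeded. Next, compound or vehicle (23 nL) was pinned in, plates sat 48 hr at 37 C. Finally Hoechst was added for 40 min before fluorescence scanning.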
IL1B secr inh: qHTS for Inhibitors of Inflammasome Signaling: IL-1-beta AlphaLISA Primary Screen. THP-1 LPS/ATP IL-1B secretion, AlphaLISA, 16 h; active compounds read low. 4.7% of 360,000 active. activity change, % at 57.5 µM; in the data active means activity change below about -50%; inconclusive means mostly about -30% to -49%; further: on the % scale 0 is the no-effect control and ±100 the full control effect
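THP-1 cells pretreated 1 hr with compounds (up to 57.5 uM final), then stimulated with LPS (250 ng/mL final) plus ATP (1.25 mM final); secreted IL-1B measured by AlphaLISA after 16 hr, decreased signal indicating inhibition.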
An asterisk follows results filed as active; ? = inconclusive; · = not tested or not shown; [ ] = remark or other dose. Unless noted, the call rests on the fitted dose curve; in most records, active means well fitted curve in the direction sought with a large enough effect; inconclusive means small, poorly fitted or top-dose-only effect, or another doubt; inactive means no such curve, though single readings can be large; an effect the other way counts as inactive or inconclusive.

Below each SMILES – KB-3-1 cytotox | DRD3 agonist | D3 antag | HT1080 IDH1KD tx | KB-V1 MDR tox | GLP1R ag | HT1080-NT tox | SW480 rereplic | IL1B secr inh
CCC(=O)N/N=C(\C)CC(=O)Nc1ccc(F)cc1
 : -19% | -11 | 24 | 0% | ? | 0% | 7% | 10% | 26
CC1CCCCN1S(=O)(=O)c1ccc(NC(=O)CSc2nnnn2C)cc1 (configuration not stated)
 : 10% | 5 | 24 | ? | 15% | 8% | 1% | -1% | 0
Cc1ccccc1-n1c(Cn2c(=O)sc3ccccc32)nnc1SC(C)C
 : -13% | -2 | -15 | 2% | -14% | 10% | 9% | 0% | 9
CC(=O)c1ccc(OCC(C)C)c(CC(C(N)=O)C(N)=O)c1
 : -11% | -2 | -8 | 0% | 1% | -3% | -3% | 13% | 10
CCOc1cc(C(=S)N2CCOCC2)ccc1OC
 : 10% | 2 | 17 | -9% | -12% | -1% | 3% | 1% | 2
CCOC(=O)N1CCC(Nc2c(Nc3ccc(C)c(C)c3)c(=O)c2=O)CC1
 : 1% | -68 | -71* | 6% | -28% | 2% | 13% | -3% | 14
Cn1c(SCc2ccc(F)cc2)nnc1-c1ccccn1
 : 11% | 0 | 16 | 3% | ? | -7% | 9% | -10% | -2
NC(=O)c1cc(S(=O)(=O)NC2CCCCC2)co1
 : -6% | -20 | 15 | 8% | -12% | 2% | 5% | -5% | 12
Cc1cc[n+](-c2[nH]c(=O)sc2/C=N/NC([S-])=Nc2ccccc2)cc1
 : 0% | 5 | -21 | -3% | -15% | -5% | -5% | · | 0
CC(C)(C)NC(=O)COC(=O)c1ccccc1C(=O)c1ccccc1
 : -9% | 1 | -15 | -2% | -3% | -6% | -13% | -9% | -28

Further entries
Below each SMILES – KB-3-1 cytotox | DRD3 agonist | D3 antag | HT1080 IDH1KD tx | KB-V1 MDR tox | GLP1R ag | HT1080-NT tox | SW480 rereplic | IL1B secr inh
COc1ccc(NC(=O)Nc2cccc(OC)c2)cc1
 : 5% | -6 | 10 | 6% | -5% | 6% | -2% | -1% | -75*
COc1ccc(/C=N/NC(=O)c2ccc(Cl)cc2Cl)cc1COC(C)=O
 : ? | 2 | 22 | -9% | ? | 18% | -26% | ? | 2
Cc1ccc(S(=O)(=O)NNC(=S)Nc2ccccc2)cc1
 : 12% | 5 | -17 | 12% | 11% | 2% | 12% | 1% | 7
CCOc1ccccc1NC(=S)NCc1ccco1
 : -1% | 1 | -4 | 2% | 5% | -8% | 6% | -1% | -11
O=C(CN(Cc1cccs1)C(=O)CNS(=O)(=O)c1ccc(F)cc1)NCC1CCCO1 (configuration not stated)
 : 19% | 1 | -1 | 12% | -5% | 0% | 2% | 10% | -6
Cc1ccc(-c2cc(C(F)(F)F)n3ncc(C(=O)O)c3n2)cc1
 : 0% | 5 | 0 | 15% | 17% | 10% | 12% | -7% | -5
O=C1CSC(=Nc2cccc(Cl)c2Cl)N1
 : 3% | -9 | 1 | 0% | -3% | 0% | 4% | -7% | 42
CC(=O)Nc1ccc(-c2csc(NC(=O)Nc3ccccc3)n2)cc1
 : ? | 16 | 59 | ? | 1% | -7% | ? | ? | -58*
COc1cc2c(cc1OC)[C@@H](NC(=O)C(C)C)[C@H](O)C2
 : 1% | -2 | 0 | 0% | 5% | 0% | -1% | -7% | -6
COc1cccc(-c2cc(NC=O)c3ncc(-c4ccc(OC)c(OC)c4)n3c2)c1
 : 13µM* | 1 | 54 | 6.5µM* | 15µM* | ? | 2.9µM* | · | -30

Further compounds.
Below each SMILES – KB-3-1 cytotox | DRD3 agonist | D3 antag | HT1080 IDH1KD tx | KB-V1 MDR tox | GLP1R ag | HT1080-NT tox | SW480 rereplic | IL1B secr inh
CCOC(=O)Cn1c(-c2ccccc2)cc(SC)c(C#N)c1=O
 : 0% | 1 | -19 | -3% | -12% | 17% | -1% | 2% | 5
CN(Cc1ccco1)C(=O)CSc1nc(C2CC2)n(-c2ccccc2)n1
 : 3% | 0 | -14 | -12% | ? | 1% | 0% | -1% | 7
CCn1c(SCC(=O)Nc2ccccc2OC)nc(O)cc1=O
 : 2% | -7 | 16 | 7% | 13% | -7% | 10% | -11% | 15
O=C(OCc1ccccc1Cl)c1cccnc1Cl
 : -10% | 4 | -6 | -11% | -3% | 14% | 10% | -3% | 4
Oc1ccc(CNCC2COc3ccccc3O2)cc1 (configuration not stated)
 : -8% | 3 | -73* | 0% | 6% | 1% | -10% | -1%[9.22 µM] | -7
COc1cc2c(cc1OC)C(c1ccc([N+](=O)[O-])cc1)NC(=O)C2 (configuration not stated)
 : 0% | -9 | -3 | 2% | -16% | 4% | 11% | -8% | -5
O=C1CC(O)(C(F)F)Oc2ccc3ccccc3c21 (configuration not stated)
 : 4% | -2 | 52 | 0% | -28% | -3% | -1% | -3% | 15
COc1cccc(NC(=O)Cn2c(CCC(=O)O)ccc2-c2cccs2)c1
 : -4% | -10 | 4 | -4% | -7% | 5% | -27% | -11% | 11
Cn1nc(N)c2c(-c3ccc(Cl)cc3)c(C#N)c(N)nc21
 : -15% | -4 | -11 | -11% | -5% | 17% | -15% | -23% | 53
CC(C)(C)NC(=O)NC(=O)COC(=O)CNC(=O)c1cccc(F)c1
 : 0% | 6 | 25 | 20% | -1% | -15% | 16% | -2% | 4

Entries above with a cyano group:
Below each SMILES – KB-3-1 cytotox | DRD3 agonist | D3 antag | HT1080 IDH1KD tx | KB-V1 MDR tox | GLP1R ag | HT1080-NT tox | SW480 rereplic | IL1B secr inh
CCOC(=O)Cn1c(-c2ccccc2)cc(SC)c(C#N)c1=O
 : 0% | 1 | -19 | -3% | -12% | 17% | -1% | 2% | 5
Cn1nc(N)c2c(-c3ccc(Cl)cc3)c(C#N)c(N)nc21
 : -15% | -4 | -11 | -11% | -5% | 17% | -15% | -23% | 53

The list continues.
structure	KB-3-1 cytotox	DRD3 agonist	D3 antag	HT1080 IDH1KD tx	KB-V1 MDR tox	GLP1R ag	HT1080-NT tox	SW480 rereplic	IL1B secr inh
COc1ccc(CN2C(=O)CN(S(C)(=O)=O)CC2(C)C(=O)NCc2ccccc2)cc1OC (configuration not stated)	-4%	-5	6	7%	-6%	·	13%	·	-7
O=C(COc1ccc2c3c(c(=O)oc2c1)CCC3)N[C@@H](Cc1ccccc1)C(=O)O	0%	33*	12	6%	8%	2%	0%	-58%[inhibitor]	11
CSc1ccccc1-c1ccc2nccn2c1	-2%	1	14	9%	1%	-7%	23%	·	?
CS(=O)(=O)N1CCN(c2ccc([N+](=O)[O-])c(SCc3ccco3)c2)CC1	5%	4	-4	-5%	-14%	16%	-16%	-13%	15
COc1ccc(CCN(Cc2cccs2)S(=O)(=O)c2ccc(-n3cnnn3)c(OC)c2)cc1OC	-1%	1	-4	-10%	2.6µM*	7%	?	0%	-3
COc1ccc(NC(=S)Nc2nc(CC(=O)Nc3ccccc3OC)cs2)cc1	?	-9	-15	5µM*	8.2µM*	4%	3.5µM*	?	?
CC(=O)c1ccc(NC(=O)Nc2ccc(Br)cc2C)cc1	4%	-6	1	11%	-2%	-4%	-1%	8%	-19
O=C(c1ccc(Br)o1)N(c1ccc(Br)cc1)C1C=CS(=O)(=O)C1 (configuration not stated)	-1%	2	6	-6%	1%	10%	6%	-3%	-6
O=C(Nc1ccc(S(=O)(=O)N2CCOCC2)cc1)c1ccc(F)cc1	-8%	2	3	2%	-1%	0%	-21%	2%	-14
Cc1ccc(C(=O)O)cc1NC1(c2ccccc2)C(=O)c2ccccc2C1=O	24%	-4	·	·	-15%	-2%	·	·	·
COC(=O)Cc1c(C)c2ccc(OC3CCCCC3=O)cc2oc1=O (configuration not stated)	0%	3	10	-2%	?	3%	2%	-3%	45
CCc1noc(C)c1C(=O)N1CCCC(CCC(=O)NCc2ccc(F)c(F)c2)C1 (configuration not stated)	0%	4	0	-4%	14%	-4%	8%	4%	19

Limited to HT1080 IDH1KD tx and GLP1R ag, for 2 of the compounds above:
| smiles | HT1080 IDH1KD tx | GLP1R ag |
| --- | --- | --- |
| COc1ccc(NC(=S)Nc2nc(CC(=O)Nc3ccccc3OC)cs2)cc1 | 5µM* | 4% |
| CC(=O)c1ccc(NC(=O)Nc2ccc(Br)cc2C)cc1 | 11% | -4% |

One compound at a time, from the list above. Order of values: KB-3-1 cytotox	DRD3 agonist	D3 antag	HT1080 IDH1KD tx	KB-V1 MDR tox	GLP1R ag	HT1080-NT tox	SW480 rereplic	IL1B secr inh
COc1ccc(CN2C(=O)CN(S(C)(=O)=O)CC2(C)C(=O)NCc2ccccc2)cc1OC (configuration not stated) is entered as -4%	-5	6	7%	-6%	·	13%	·	-7
CCC(=O)N/N=C(\C)CC(=O)Nc1ccc(F)cc1 is entered as -19%	-11	24	0%	?	0%	7%	10%	26

The list continues.
structure	KB-3-1 cytotox	DRD3 agonist	D3 antag	HT1080 IDH1KD tx	KB-V1 MDR tox	GLP1R ag	HT1080-NT tox	SW480 rereplic	IL1B secr inh
O=C1Cc2cc(NS(=O)(=O)c3ccc(F)cc3)cc3c2N1CCC3	-3%	-11	2	-10%	-3%	5%	-7%	?	7
COc1cccc(CNc2nc3ccccc3n2C(C)C)c1O	-1%	-2	-29	-7%	-17%	11%	-12%	-2%	?
CN(CCOc1ccc(Cl)cc1)CC(=O)Nc1ccc(OC(F)F)cc1	-2%	-12	-13	-17%	-17%	-3%	-26%	?	-5
O=C(NNc1cc(Cl)cc(Cl)c1)c1c(F)cccc1Cl	0%	-18	-8	-17%	-9%	-3%	-21%	-10%	-15
Cc1ccccc1NC(=O)CSc1nc2cc3c(cc2cc1C)CCC3	?	-22	?	?	5%	-3%	?	6.5µM*	41
